Mtb BioA inh = blocks M. tuberculosis BioA enzyme activity; purified M. tuberculosis BioA enzyme, plate reader; inhibition, % at 9.99 µM; actives 0.096% (n = 360,000); AID 602481; in the data active = inhibition above about 40%
* hit, by the source's call. Only part of the results is shown; the hit share may differ from the screen's.

The first three compounds (preview)
canonical_smiles,Mtb BioA inh
N#C[C@H]1N[C@H](CO)[C@@H]1c1ccc(C#Cc2cccnc2)cc1,0.8
CCC(=O)N1C[C@H](C)[C@@H](OC)CN(C)C(=O)c2cc(NC(=O)Nc3ccc(Cl)cc3)ccc2OC[C@@H]1C,2.5
CN(C)CCCNC(=O)[C@H]1[C@H](CO)[C@H]2Cn3c(ccc(C4=CCCC4)c3=O)[C@@H]1N2Cc1cocn1,-1.7

All compounds of this part, repeating the preview:
canonical_smiles,Mtb BioA inh
N#C[C@H]1N[C@H](CO)[C@@H]1c1ccc(C#Cc2cccnc2)cc1,0.8
CCC(=O)N1C[C@H](C)[C@@H](OC)CN(C)C(=O)c2cc(NC(=O)Nc3ccc(Cl)cc3)ccc2OC[C@@H]1C,2.5
CN(C)CCCNC(=O)[C@H]1[C@H](CO)[C@H]2Cn3c(ccc(C4=CCCC4)c3=O)[C@@H]1N2Cc1cocn1,-1.7
C[C@@H](NC(=O)C[C@@H]1C=C[C@@H](NC(=O)CN2CCOCC2)[C@H](CO)O1)c1ccccc1,1.7
Cc1ccc(S(=O)(=O)Nc2ccc3c(c2)C(=O)N([C@@H](C)CO)C[C@@H](C)[C@H](CN(C)Cc2ccncc2)OCCCC[C@@H](C)O3)cc1,-0.5
C[C@H]1CN([C@@H](C)CO)C(=O)c2cc(NS(=O)(=O)c3ccccc3)ccc2O[C@@H]1CN(C)S(=O)(=O)c1cn(C)cn1,-0.6
CC(C)NC(=O)Nc1ccc2c(c1)CC(=O)N([C@H](C)CO)C[C@@H](C)[C@@H](CN(C)Cc1ccc(C(F)(F)F)cc1)O2,1.6
O=C(C[C@H]1C[C@@H]2c3cc(NC(=O)NC4CCCC4)ccc3O[C@@H]2[C@@H](CO)O1)NC1CCCCC1,-1.5
COc1ccccc1-c1ccc2n(c1=O)C[C@@H]1[C@@H](CO)[C@H](C(=O)N(C)C)N(C(=O)c3cccnc3)[C@H]21,-0.9
CC(C)CC#Cc1ccc([C@@H]2[C@H](CO)N3CCCCN(C(=O)Nc4ccccc4)C[C@@H]23)cc1,5.9
CN(C[C@H]1[C@H](c2ccccc2)[C@@H](CO)N1CC1CC1)C(=O)c1ccc(F)cc1,-5.3
COc1ccc(S(=O)(=O)N(C)C[C@@H]2Oc3ccc(NC(=O)Cn4cnnn4)cc3C(=O)N([C@@H](C)CO)C[C@H]2C)cc1,0.5
O=C(CC1CC1)Nc1ccc2c(c1)[C@@H]1C[C@H](CC(=O)N3CCOCC3)O[C@@H](CO)[C@@H]1O2,-2.3
Cc1ccc(S(=O)(=O)N(C)C[C@@H]2Oc3ncc(C#Cc4ccccc4)cc3C(=O)N([C@H](C)CO)C[C@@H]2C)cc1,-0.5
Cc1noc(C)c1NC(=O)N(C)C[C@@H]1Oc2ncc(C#Cc3ccccc3)cc2C(=O)N([C@H](C)CO)C[C@@H]1C,0.1
C[C@@H]1CCCCO[C@H](CN(C)C(=O)c2ccccc2)[C@H](C)CN([C@@H](C)CO)C(=O)c2cc(NC(=O)CCCCCC(=O)Nc3ccccc3N)ccc2O1,0.1
C[C@H]1CN([C@@H](C)CO)C(=O)c2cc(-c3ccccc3F)cnc2O[C@H]1CN(C)C(=O)C1CCC1,0.5
CO[C@@H]1CN(C)C(=O)c2ccc(NC(=O)C3CCCC3)cc2OC[C@H](C)N(C)C[C@H]1C,7.3
CC(C)NC(=O)N[C@@H]1C=C[C@H](CC(=O)NC2Cc3ccccc3C2)O[C@@H]1CO,-3.6
C[C@@H]1CN([C@H](C)CO)S(=O)(=O)c2ccc(-c3ccncc3)cc2O[C@@H]1CN(C)C(=O)C1CCCCC1,0.2
CN(C)C(=O)C[C@H]1CC[C@@H](NC(=O)C2CCOCC2)[C@@H](CO)O1,16
C[C@@H]1CN([C@@H](C)CO)C(=O)c2cccc(NS(=O)(=O)c3ccc(Cl)cc3)c2O[C@@H]1CN(C)Cc1ccncc1,-1.6
CCC(=O)Nc1ccc2c(c1)C(=O)N(C)[C@H]1CC[C@@H](CC(=O)NCCOC)O[C@@H]1CO2,-1.7
CO[C@H](CN(C)S(=O)(=O)c1cccc(Cl)c1)[C@H](C)CN([C@@H](C)CO)S(=O)(=O)c1ccc(Cl)cc1,-0.9
CCC(=O)N1CC[C@@H]2[C@@H](CO)N(C)c3ccc(-c4cccc(F)c4)cc3[C@@H]21,68*
CO[C@@H]1CN(C)C(=O)c2ccc(NC(=O)C3CCCC3)cc2OC[C@@H](C)N(C(=O)CC2CC2)C[C@H]1C,1.6
CCCNC(=O)[C@@H]1[C@@H](CO)[C@@H]2Cn3c(ccc(/C=C/c4ccccc4)c3=O)[C@@H]2N1CC,6.6
O=C(C[C@H]1C[C@H]2c3cc(NC(=O)C4CCC4)ccc3O[C@H]2[C@H](CO)O1)NCc1ccccc1F,-1.4
O=C(CCN1CCCCC1)NCC[C@H]1CC[C@H](NC(=O)Nc2ccc(Cl)cc2)[C@@H](CO)O1,1.3
C[C@@H](NC(=O)[C@@H]1[C@@H](CO)[C@@H]2Cn3c(cccc3=O)[C@@H]2N1S(C)(=O)=O)c1ccccc1,8.6
CO[C@H]1CN(C)C(=O)c2ccc(NC(=O)Nc3ccccc3)cc2OC[C@@H](C)N(C(=O)CC2CC2)C[C@@H]1C,-1.4
C[C@@H]1CN([C@@H](C)CO)C(=O)c2cccc(NC(=O)Nc3ccc(F)cc3)c2O[C@@H]1CN(C)Cc1ccncc1,-0.7
CCCC(=O)Nc1ccc2c(c1)C(=O)N(C)C[C@@H](OC)[C@@H](C)CN(Cc1ccccc1)[C@@H](C)CO2,-5.9
C[C@@H]1CN([C@@H](C)CO)C(=O)c2cc(C3=CCCC3)cnc2O[C@H]1CN(C)Cc1cccnc1,4.1
CN(C)C(=O)C[C@@H]1C[C@H]2c3cc(NC(=O)NC4CCCC4)ccc3O[C@H]2[C@H](CO)O1,0.0
C[C@@H]1CN([C@@H](C)CO)C(=O)Cc2cc(NC(=O)Cn3cnnn3)ccc2O[C@@H]1CN(C)Cc1ccncc1,1.4
C/C=C/c1ccc([C@H]2[C@@H](CO)N3CCCCN(C(=O)Nc4cc(F)ccc4F)C[C@@H]23)cc1,-2.1
O=C(C[C@H]1CC[C@H](NC(=O)c2ccccc2)[C@@H](CO)O1)NCc1ccncn1,-3.7
Cc1noc(C)c1NC(=O)Nc1ccc2c(c1)C(=O)N([C@@H](C)CO)C[C@@H](C)[C@H](CN(C)S(=O)(=O)c1ccc(F)cc1)OCCCC[C@@H](C)O2,2.7
CC(=O)N(C)C[C@H]1[C@H](c2ccc(C3=CCCCC3)cc2)[C@H](CO)N1CC1CC1,4.9
CCCc1cn(CC[C@H]2CC[C@H](NC(=O)C3CCOCC3)[C@H](CO)O2)nn1,2.3
CO[C@H]1CN(C)C(=O)c2ccc(NS(=O)(=O)c3ccc(C)cc3)cc2OC[C@@H](C)N(C)C[C@@H]1C,1.6
C[C@H](CO)N1C[C@H](C)[C@@H](CN(C)C)OCCCC[C@H](C)Oc2ccc(NC(=O)C3CCCCC3)cc2C1=O,-0.9
CC(C)NC(=O)N(C)C[C@H]1Oc2ccc(NC(=O)CCC(F)(F)F)cc2C(=O)N([C@@H](C)CO)C[C@@H]1C,-3.5
CCNC(=O)[C@@H]1[C@@H](CO)[C@@H]2Cn3c(ccc(C4=CCCC4)c3=O)[C@H]1N2C(=O)C1CC1,-1.4
C[C@@H]1CN([C@@H](C)CO)C(=O)Cc2cc(NC(=O)CCCCCC(=O)Nc3ccccc3N)ccc2O[C@@H]1CN(C)Cc1ccc(-c2ccccc2)cc1,-2.1
COc1ccccc1NC(=O)N[C@H]1CC[C@H](CCn2cc(C3(O)CCCC3)nn2)O[C@H]1CO,2.9
CCNC(=O)[C@H]1[C@H](CO)[C@H]2Cn3c(ccc(-c4ccc(F)cc4)c3=O)[C@@H]1N2C(=O)c1ccccn1,-1.2
C[C@@H]1CN([C@H](C)CO)C(=O)Cc2cc(NC(=O)Cc3cn(C)c4ccccc34)ccc2O[C@H]1CN(C)S(=O)(=O)c1ccc(F)cc1,-0.9
C[C@H](CO)N1C[C@H](C)[C@@H](CN(C)C(=O)CN(C)C)Oc2cc(C#CC3CC3)ccc2S1(=O)=O,0.3
CCC(=O)N(C)C[C@H]1Oc2ncc(Br)cc2C(=O)N([C@H](C)CO)C[C@@H]1C,-2.7
C/C=C/c1ccc2c(c1)O[C@@H](CN(C)C(=O)Nc1ccc(F)cc1)[C@@H](C)CN([C@@H](C)CO)S2(=O)=O,55*
COc1cccc(-c2cnc3c(c2)C(=O)N([C@@H](C)CO)C[C@H](C)[C@@H](CN(C)CC2CCOCC2)O3)c1,-0.6
CCC(=O)N(C)C[C@@H]1Oc2cc(-c3cccc(F)c3)ccc2S(=O)(=O)N([C@H](C)CO)C[C@H]1C,4.4
Cc1ccc(S(=O)(=O)N[C@H]2CC[C@@H](CCNC(=O)c3ccccc3F)O[C@H]2CO)cc1,0.5
Cc1ccc(S(=O)(=O)Nc2ccc3c(c2)C(=O)N([C@@H](C)CO)C[C@@H](C)[C@@H](CN(C)S(=O)(=O)c2ccc(C)cc2)OCCCC[C@H](C)O3)cc1,-5.1
COc1ccc(S(=O)(=O)N2CCCCN3[C@H](CO)[C@@H](c4ccc(C#CC(C)C)cc4)[C@H]3C2)cc1,-3.9
C[C@H](CO)N1C[C@H](C)[C@@H](CN(C)C(=O)c2ccccc2)Oc2ncc(Br)cc2C1=O,8.8
CNC(=O)C[C@@H]1CC[C@@H]2[C@H](COc3ccc(NC(=O)c4cc(F)cc(F)c4)cc3C(=O)N2C)O1,1.5
CCC(=O)N1C[C@@H]2[C@H](c3ccccc31)[C@@H](CO)N2Cc1ccccc1Cl,2.7

3 entries from above, sorted by length of the SMILES, falling.
canonical_smiles,Mtb BioA inh
Cc1ccc(S(=O)(=O)N[C@H]2CC[C@@H](CCNC(=O)c3ccccc3F)O[C@H]2CO)cc1,0.5
COc1ccccc1NC(=O)N[C@H]1CC[C@H](CCn2cc(C3(O)CCCC3)nn2)O[C@H]1CO,2.9
CCC(=O)N1C[C@@H]2[C@H](c3ccccc31)[C@@H](CO)N2Cc1ccccc1Cl,2.7

Next records follow:
canonical_smiles,Mtb BioA inh
Cc1ccccc1-c1ccc2c(c1)O[C@H](CN(C)C(=O)c1ccccn1)[C@H](C)CN([C@H](C)CO)S2(=O)=O,0.9
COc1ccccc1CN1C[C@@H](C)[C@H](OC)CN(C)C(=O)c2ccc(NC(C)=O)cc2OC[C@H]1C,-2.7
O=C(C[C@@H]1C=C[C@H](NC(=O)CC2CC2)[C@@H](CO)O1)NCc1ccc(Cl)cc1,-1.0
Cc1ccc(-c2ccc([C@H]3[C@@H](CO)N4CCCCN(Cc5ccccn5)C[C@H]34)cc2)cc1,2.4
C[C@@H]1CN([C@H](C)CO)C(=O)Cc2cc(NC(=O)CCC(F)(F)F)ccc2O[C@@H]1CN(C)Cc1ccc(Cl)c(Cl)c1,1.9
COc1ccccc1-c1cn(CC[C@H]2CC[C@H](NC(=O)C3CCOCC3)[C@H](CO)O2)nn1,-2.6
CC(C)NC(=O)N(C)C[C@H]1Oc2c(NC(=O)Nc3ccc(C(F)(F)F)cc3)cccc2C(=O)N([C@@H](C)CO)C[C@@H]1C,1.7
Cc1noc(C)c1NC(=O)Nc1ccc2c(c1)C(=O)N([C@H](C)CO)C[C@H](C)[C@@H](CN(C)S(C)(=O)=O)OCCCC[C@@H](C)O2,1.0
CCCN(C)C[C@H]1Oc2ncc(C#Cc3ccccc3OC)cc2C(=O)N([C@H](C)CO)C[C@H]1C,0.6
Cc1ccccc1S(=O)(=O)N1[C@H](C#N)[C@H](c2ccc(-c3ccc(F)cc3)cc2)[C@H]1CO,-1.5
C[C@@H]1CN([C@@H](C)CO)S(=O)(=O)c2ccc(C#CC(C)(C)O)cc2O[C@@H]1CN(C)Cc1ccc(F)cc1,1.9
Cc1nn(C)cc1NC(=O)C[C@H]1CC[C@H]2[C@@H](COc3ccc(NC(=O)Nc4cccc(Cl)c4)cc3C(=O)N2C)O1,0.1
O=C(C[C@@H]1CC[C@H](NC(=O)CN2CCOCC2)[C@H](CO)O1)NCCc1ccccc1,-0.4
C[C@@H]1CN([C@H](C)CO)C(=O)c2cccc(NC(=O)c3ccncc3)c2O[C@H]1CN(C)Cc1ccncc1,-3.0
C[C@@H]1CCCCO[C@@H](CN(C)S(=O)(=O)c2cccs2)[C@H](C)CN([C@@H](C)CO)C(=O)c2cc(NS(C)(=O)=O)ccc2O1,-1.6
CO[C@@H]1CN(C)C(=O)c2ccc(NC(=O)c3ccc4c(c3)OCO4)cc2OC[C@@H](C)NC[C@@H]1C,1.2
COc1ccc(CN(C)C[C@H]2OCCCC[C@H](C)Oc3ccc(NS(=O)(=O)c4ccc(OC)cc4)cc3C(=O)N([C@@H](C)CO)C[C@@H]2C)cc1,0.6
CO[C@@H]1CN(C)C(=O)c2ccc(NC(C)=O)cc2OC[C@@H](C)N(C(=O)c2ccccc2F)C[C@H]1C,-1.3
C[C@@H]1CN([C@@H](C)CO)C(=O)c2cc(NC(=O)Nc3ccc(F)cc3)ccc2O[C@H]1CN(C)Cc1ccc(Cl)c(Cl)c1,-1.1
O=C(C[C@H]1C[C@@H]2c3cc(NC(=O)Nc4ccccc4)ccc3O[C@@H]2[C@@H](CO)O1)NC1CCCC1,-0.1
COCC(=O)Nc1ccc2c(c1)C(=O)N(C)C[C@H](OC)[C@H](C)CN(CCc1ccccc1)[C@H](C)CO2,0.8
C[C@H]1CN([C@@H](C)CO)C(=O)c2cc(NS(=O)(=O)c3ccccc3)ccc2O[C@@H]1CN(C)C(=O)Nc1ccccc1,0.4

Reprinted at random: 2 compounds from above, in no set order.
canonical_smiles,Mtb BioA inh
COCC(=O)Nc1ccc2c(c1)C(=O)N(C)C[C@H](OC)[C@H](C)CN(CCc1ccccc1)[C@H](C)CO2,0.8
CO[C@@H]1CN(C)C(=O)c2ccc(NC(C)=O)cc2OC[C@@H](C)N(C(=O)c2ccccc2F)C[C@H]1C,-1.3

Bioassay records deposited in PubChem by Broad Institute.
